Mcl1 Noxa PPI: disrupts binding of human Mcl-1 to Noxa peptide. inhibition, % at 21.7 µM. TR-FRET Mcl-1/Noxa peptide binding, 2 h. 1.5% of 220,000 active. Q07820;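 active means compounds that cut the protein-peptide binding signal by more than 50% relative to plate controls in a single-dose test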;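 further: His-tagged Mcl-1 with rhodamine Noxa BH3 peptide and terbium anti-His antibody; 0% = Mcl-1 plus Noxa peptide wells and 100% = peptide-only wells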
Target sequence (Q07820 whole entry, looked up): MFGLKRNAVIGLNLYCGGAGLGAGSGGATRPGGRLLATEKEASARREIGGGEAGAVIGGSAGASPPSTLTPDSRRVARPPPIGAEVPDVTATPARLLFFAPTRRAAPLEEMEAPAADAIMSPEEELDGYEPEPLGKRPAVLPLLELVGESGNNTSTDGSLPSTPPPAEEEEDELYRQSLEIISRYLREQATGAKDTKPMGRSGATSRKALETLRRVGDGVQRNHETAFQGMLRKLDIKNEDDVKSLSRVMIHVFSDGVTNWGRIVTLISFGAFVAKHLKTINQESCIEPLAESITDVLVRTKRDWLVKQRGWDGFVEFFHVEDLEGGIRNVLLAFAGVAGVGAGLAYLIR
Bim-Mcl-1: inhibitors of Bim-Mcl-1 interaction, human; Q07820; Bead-based flow cytometry, Bim peptide-Mcl-1 binding; inhibition, % at 10 µM; 0.1% of 190,000 active; AID 1009;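 further: 0% = no compound tracer wells and 100% = peptide blocker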
RGS7-Gao reg: regulators of human RGS7-Galphao interaction | binding response (% of control), % at 10 µM | Multiplexed bead flow cytometry, RGS7-Galphao binding; actives lie on both sides | P09471 | 0.35% of 220,000 active; in the data active means binding response below about 49% or above about 150%; inconclusive means no clear call, values can overlap the other calls; inactive means in between;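 further: fluorescent Galphao held in activated GDP-AlF4 state binding bead-coupled RGS7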
Mcl1 Bid PPI: disrupts binding of human Mcl-1 to Bid peptide; Q07820; TR-FRET Mcl-1/Bid-Dy647 peptide binding, 1536-well; inhibition, % at 21.7 µM; 0.97% of 220,000 active; AID 1021;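 active means compounds that cut the binding signal by more than half at the single screening dose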;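 further: His-tagged Mcl-1 with europium anti-His antibody binding Bid BH3 peptide; 0% = Mcl-1 plus peptide wells and 100% = peptide-only wells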
RGS4-Gao reg: human RGS4-Galphao interaction regulation | P09471 | Multiplexed bead flow cytometry, RGS4-Galphao binding; actives lie on both sides | binding response (% of control), % at 10 µM | 0.33% of 220,000 active; in the data active means binding response below about 49% or above about 150%; inactive means in between;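 further: fluorescent Galphao activated with aluminum fluoride binding bead-coupled RGS4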
Bfl-1 Bim block: disrupts Bim binding to human Bfl-1; 0.12% of 190,000 active; inhibition, % at 10 µM; Bead-based flow cytometry, Bim-Bfl-1 binding inhibition; AID 1008;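 further: 0% = wells without compound plus tracer and 100% = blocker peptide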
Bcl-B Bim block: human Bim-Bcl-B interaction inhibition; inhibition, % at 10 µM; Q9HD36; bead-based flow cytometry, Bim peptide-Bcl-B binding; 0.073% of 190,000 active;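 further: 0% = tracer peptide without compound and 100% = reference inhibitor peptide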
Target sequence (Q9HD36 whole entry, looked up): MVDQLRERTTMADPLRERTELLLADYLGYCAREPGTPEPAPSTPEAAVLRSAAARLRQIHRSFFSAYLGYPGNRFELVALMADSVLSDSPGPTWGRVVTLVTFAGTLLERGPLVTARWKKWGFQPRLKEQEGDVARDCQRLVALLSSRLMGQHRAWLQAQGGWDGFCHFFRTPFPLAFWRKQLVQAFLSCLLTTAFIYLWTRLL
Bim-Bcl-XL: disrupts Bim peptide binding to human Bcl-XL | Q07817 | bead flow cytometry, fluorescence | inhibition, % at 10 µM | 0.04% of 190,000 active | AID 1007
Target sequence (Q07817 whole entry, looked up): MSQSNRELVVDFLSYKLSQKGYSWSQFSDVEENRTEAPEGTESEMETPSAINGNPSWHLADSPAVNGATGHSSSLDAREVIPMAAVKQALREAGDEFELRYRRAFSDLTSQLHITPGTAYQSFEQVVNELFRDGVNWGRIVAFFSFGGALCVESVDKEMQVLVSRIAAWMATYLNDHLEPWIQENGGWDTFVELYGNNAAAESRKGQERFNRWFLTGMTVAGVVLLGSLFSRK
RGS8-Gao: modulates binding of RGS8 to human Galphao | 0.34% of 220,000 active | AID 1423 | multiplexed bead flow cytometry; actives lie on both sides | P09471 | response (percent of control binding), % at 10 µM; in the data active means response below about 60% or above about 140%; inactive means in between;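 further: Galphao activated as the GDP aluminium fluoride complex binding bead-coupled RGS8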
Bcl-2 Bim block: disrupts Bim peptide binding to human Bcl-2. P10415. Bead-based flow cytometry, Bim peptide-Bcl-2 binding. 0.06% of 190,000 active. inhibition, % at 10 µM. AID 950; in the data active means inhibition above about 40%; inconclusive means no clear call, values can overlap the other calls;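 further: 0% = no compound wells with probe peptide and 100% = reference peptide inhibitor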
Target sequence (P10415 whole entry, looked up): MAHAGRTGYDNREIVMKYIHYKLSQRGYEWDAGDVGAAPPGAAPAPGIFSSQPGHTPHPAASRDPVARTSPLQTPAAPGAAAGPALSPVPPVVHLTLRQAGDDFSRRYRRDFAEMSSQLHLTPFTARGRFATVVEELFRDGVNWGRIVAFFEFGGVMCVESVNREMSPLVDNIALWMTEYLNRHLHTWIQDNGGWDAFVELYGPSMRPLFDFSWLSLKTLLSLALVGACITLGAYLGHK
Bcl-W Bim block: human Bim-Bcl-W interaction inhibition; Q92843; bead-based flow cytometry, Bim peptide-Bcl-W binding; inhibition, % at 10 µM; 0.02% of 190,000 active; AID 952;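 further: 0% = bound tracer without compound and 100% = peptide blocker; higher means less fluorescent Bim peptide bound to Bcl-W beads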
* = called active by the depositor; ? = inconclusive; nt = not tested or not shown. Unless noted, no stated cut-off is given here; in the data, active means inhibition above about 40%.

SMILES	Mcl1 Noxa PPI	Bim-Mcl-1	RGS7-Gao reg	Mcl1 Bid PPI	RGS4-Gao reg	Bfl-1 Bim block	Bcl-B Bim block	Bim-Bcl-XL	RGS8-Gao	Bcl-2 Bim block	Bcl-W Bim block
Fc1cccc(CSc2ccc(-c3ccc4c(c3)OCO4)nn2)c1	-13	6	93	8	98	5	1	1	83	5	3
COc1ccc2cc(/C=N/NC(=O)c3ccc(CN(c4cccc(Cl)c4Cl)S(C)(=O)=O)cc3)c(Cl)nc2c1	15	-2	95	9	92	0	-5	-6	91	0	-6
CCC(CC)C1C(C#N)=C(N)Oc2n[nH]c(C)c21 (centres undefined)	4	0	93	-39	96	-5	-2	-1	100	-5	5
COc1ccc(C(=O)Nc2cc(C(F)(F)F)ccc2-n2cncn2)cc1	15	0	104	-2	99	-11	-5	-12	104	-5	-2
CCc1cccc(NC(=O)CCCCCC2NC(=O)NC2C)c1 (centres undefined)	17	1	88	-29	100	-6	-3	-3	102	0	0
C=CCN1C(=O)/C(=c2\sc3nc(=O)c(Cc4ccccc4Cl)nn3c2=O)c2ccccc21	24	nt	?	-22	99	nt	nt	nt	98	nt	nt
O=C(NCC(c1cccnc1)N1CCN(c2ccc(F)cc2)CC1)c1ccco1 (centres undefined)	11	0	101	-11	97	-3	0	-1	103	1	0
O=C(Cn1cnc2ccccc2c1=O)NC1CCCc2ccccc21 (centres undefined)	-7	0	100	-5	94	-12	-6	5	99	-5	-1
COc1ccc(S(=O)(=O)N2CCN(C(=O)c3cccs3)CC2)cc1	11	-3	100	9	100	0	-6	-4	100	-2	-3
CC(C)(C)NC(=S)NNC(=O)c1cccc(Br)c1	-30	-3	?	-87	95	0	-40	-10	96	-2	-3
NC(=O)c1ccc(NC(=O)c2cccc3c2OCCCO3)cc1	-6	nt	?	-10	80	nt	nt	nt	90	nt	nt
Cc1cc(NC(=O)CCC(=O)N(c2ccccc2)C(C(=O)NC2CCCCC2)c2cccs2)no1 (centres undefined)	6	-7	101	3	99	-24	-10	-13	100	-14	-7
C/C(=N/NC(=O)c1ccccn1)c1ccco1	0	-3	114	-26	112	-3	-5	-4	110	-3	-1
COC(=O)c1ccc(Cl)c(NC(=O)c2ccc(-c3ccccc3)cc2)c1	11	2	99	-4	99	0	1	0	103	0	0
NC(=O)C1CCN(C(=O)COc2ccc(S(=O)(=O)NCc3ccccc3)cc2Cl)CC1	0	-1	101	-20	103	-1	-5	0	102	-1	0

Pulled by structure from above, 2 records:
SMILES	Mcl1 Noxa PPI	Bim-Mcl-1	RGS7-Gao reg	Mcl1 Bid PPI	RGS4-Gao reg	Bfl-1 Bim block	Bcl-B Bim block	Bim-Bcl-XL	RGS8-Gao	Bcl-2 Bim block	Bcl-W Bim block
CCc1cccc(NC(=O)CCCCCC2NC(=O)NC2C)c1 (centres undefined)	17	1	88	-29	100	-6	-3	-3	102	0	0
Cc1cc(NC(=O)CCC(=O)N(c2ccccc2)C(C(=O)NC2CCCCC2)c2cccs2)no1 (centres undefined)	6	-7	101	3	99	-24	-10	-13	100	-14	-7

Following part:
SMILES	Mcl1 Noxa PPI	Bim-Mcl-1	RGS7-Gao reg	Mcl1 Bid PPI	RGS4-Gao reg	Bfl-1 Bim block	Bcl-B Bim block	Bim-Bcl-XL	RGS8-Gao	Bcl-2 Bim block	Bcl-W Bim block
O=c1sc2ccccc2n1CCCOc1ccccc1	9	2	104	27	107	-13	-3	-5	102	-6	3
CCCC1c2ccsc2CCN1C(=S)NC (centres undefined)	-9	nt	?	-14	99	nt	nt	nt	100	nt	nt
O=C(Cc1ccc(Cl)cc1)Nc1ccc(C(=O)N2CCOCC2)cc1	24	-2	99	-9	101	-5	-4	0	97	0	1
CC(C)Sc1nc2[nH]ncc2c(=O)[nH]1	-1	-3	100	-71	101	-5	-15	-4	100	-3	-5
N#C/C(=C/c1ccc(Sc2nc3ccccc3[nH]2)o1)c1cccc(Br)c1	5	0	99	-18	103	-5	-7	-5	103	-6	3
CC(C)CC(=O)NS(=O)(=O)c1ccc(NS(C)(=O)=O)cc1	-5	3	96	-2	97	-1	1	3	100	4	3
COCCNC(=O)C1CC2Cn3c(nc4cc(C)c(C)cc43)C2N1C (centres undefined)	-4	nt	?	-61	105	nt	nt	nt	103	nt	nt
CCN(CC)C(=S)SCC(=O)NC12CC3CC(CC(C3)C1)C2	8	-4	95	-22	99	-1	-8	-10	102	0	-2
CCc1nc(N[C@H](C(=O)O)C(C)CC)c2oc3ccccc3c2n1 (some centres undefined)	9	-5	100	-1	100	-2	-4	0	101	0	-1
O=C(N/N=C/c1ccccc1OC(F)F)C1=COCCO1	7	-1	101	-7	99	-2	-1	-2	105	1	0
CC(C)N1CC(C(=O)Nc2ccc(Br)c(Cl)c2)CC1=O (centres undefined)	20	-5	98	-3	100	-3	-7	-10	97	-5	-3
Cc1cccc(C(=O)C2CCOC(C)(C)C2)c1 (centres undefined)	5	nt	?	-3	105	nt	nt	nt	101	nt	nt
CCCn1c(SCC(=O)c2cc(C)n(-c3ccc4c(c3)OCO4)c2C)n[nH]c1=O	18	-3	96	-97	95	0	-8	-7	98	-3	-3
COc1ccc(CNC(=O)C(Cc2ccccc2)n2cccc2)cc1 (centres undefined)	-3	nt	?	-72	100	nt	nt	nt	99	nt	nt
CCN(CC)CCOc1ccc2nc(N(C)C)sc2c1	25	0	97	44	97	-15	-7	-1	101	-7	-1

Reformatted: entries from further up
molecule,Mcl1 Noxa PPI,Bim-Mcl-1,RGS7-Gao reg,Mcl1 Bid PPI,RGS4-Gao reg,Bfl-1 Bim block,Bcl-B Bim block,Bim-Bcl-XL,RGS8-Gao,Bcl-2 Bim block,Bcl-W Bim block
O=c1sc2ccccc2n1CCCOc1ccccc1,9,2,104,27,107,-13,-3,-5,102,-6,3
CCCC1c2ccsc2CCN1C(=S)NC (centres undefined),-9,nt,?,-14,99,nt,nt,nt,100,nt,nt
O=C(Cc1ccc(Cl)cc1)Nc1ccc(C(=O)N2CCOCC2)cc1,24,-2,99,-9,101,-5,-4,0,97,0,1
CC(C)Sc1nc2[nH]ncc2c(=O)[nH]1,-1,-3,100,-71,101,-5,-15,-4,100,-3,-5
N#C/C(=C/c1ccc(Sc2nc3ccccc3[nH]2)o1)c1cccc(Br)c1,5,0,99,-18,103,-5,-7,-5,103,-6,3
CC(C)CC(=O)NS(=O)(=O)c1ccc(NS(C)(=O)=O)cc1,-5,3,96,-2,97,-1,1,3,100,4,3
COCCNC(=O)C1CC2Cn3c(nc4cc(C)c(C)cc43)C2N1C (centres undefined),-4,nt,?,-61,105,nt,nt,nt,103,nt,nt
CCN(CC)C(=S)SCC(=O)NC12CC3CC(CC(C3)C1)C2,8,-4,95,-22,99,-1,-8,-10,102,0,-2
CCc1nc(N[C@H](C(=O)O)C(C)CC)c2oc3ccccc3c2n1 (some centres undefined),9,-5,100,-1,100,-2,-4,0,101,0,-1
O=C(N/N=C/c1ccccc1OC(F)F)C1=COCCO1,7,-1,101,-7,99,-2,-1,-2,105,1,0
CC(C)N1CC(C(=O)Nc2ccc(Br)c(Cl)c2)CC1=O (centres undefined),20,-5,98,-3,100,-3,-7,-10,97,-5,-3
Cc1cccc(C(=O)C2CCOC(C)(C)C2)c1 (centres undefined),5,nt,?,-3,105,nt,nt,nt,101,nt,nt
CCCn1c(SCC(=O)c2cc(C)n(-c3ccc4c(c3)OCO4)c2C)n[nH]c1=O,18,-3,96,-97,95,0,-8,-7,98,-3,-3

Continued:
SMILES	Mcl1 Noxa PPI	Bim-Mcl-1	RGS7-Gao reg	Mcl1 Bid PPI	RGS4-Gao reg	Bfl-1 Bim block	Bcl-B Bim block	Bim-Bcl-XL	RGS8-Gao	Bcl-2 Bim block	Bcl-W Bim block
Cc1ccccc1C1CC(c2ccccc2OC(F)F)Nc2ncnn21 (centres undefined)	25	-2	105	6	107	-10	-10	0	105	-7	0
CCOc1cc(/C=N/NC(=O)CCCC(=O)NC2CCCCC2)ccc1O	6	1	100	-60	100	1	0	0	100	0	0
COc1ccc(CNC(=O)C2CCN(S(=O)(=O)c3cccc4cccnc34)CC2)cc1	0	-3	102	-1	101	-5	-7	-4	100	-5	-6
Cc1c(CCOC(=O)c2cc([N+](=O)[O-])ccc2Cl)sc[n+]1CCCCS(=O)(=O)[O-]	-6	-1	?	-15	101	-3	-5	-3	101	-3	0
CCOC(=O)c1c(C)[nH]c(C(=O)N2CCCC(C(=O)c3ccccc3OC)C2)c1C (centres undefined)	21	nt	?	-45	105	nt	nt	nt	104	nt	nt
COc1ccc([N+](=O)[O-])cc1NC(=O)CC1SC(=Nc2cccc(C)c2C)N(/N=C(\C)c2ccc(C)cc2)C1=O (centres undefined)	4	-1	97	-11	101	-3	-2	-3	101	-1	0
Cc1ccc(OCC(=O)N(C)Cc2ccccc2)c([N+](=O)[O-])n1	0	-3	106	-3	102	-3	-10	-7	104	-1	-5
CCOC(=O)c1nn(-c2cc(C(=O)OC)cc(C(=O)OC)c2)cc1O	-30	2	100	-15	103	-10	-4	-4	100	-5	0
Cc1cc(C(=O)COC(=O)CN=C2NS(=O)(=O)c3ccccc32)c(C)n1CCc1ccc(Cl)cc1	-2	-1	100	-19	100	-2	-2	-1	97	0	-2
NC(=O)CSc1nnc(C2CC2)n1Cc1ccccc1	-1	-1	102	8	101	-15	-8	-4	101	-5	0
O=C(Cn1cnc2ccccc2c1=O)Nc1ccc(-c2nnc3n2CCCCC3)cc1	-5	0	98	-67	96	-2	0	-2	95	0	0
c1cncc(-c2nnc3sc(-c4ccco4)nn23)c1	28	0	98	-11	97	-6	-5	-10	98	-6	-1
COc1ccc(OC)c(/C=N/NC(=O)CCN2CCN(C(c3ccccc3)c3ccccc3)CC2)c1	0	-3	103	-50	103	-5	-7	-9	104	-6	-9
O=C1OCCC1Sc1nnc(-c2ccccc2Cl)n1Cc1ccccc1 (centres undefined)	14	-3	106	-13	105	-9	-10	-5	107	-5	-2
Cc1ccc(CNC(=O)CN(C2CCCCC2)S(C)(=O)=O)cc1	1	-3	104	-4	105	-1	-2	-6	106	-2	-5
CC(OC(=O)Cc1coc2cc3c(cc12)CCC3)C(=O)NC(N)=O (centres undefined)	16	-5	?	-3	98	-5	-4	-1	101	-1	0
CC(=O)c1c(C)[nH]c(C(=O)N(C)C(c2ccccc2)c2ccccc2)c1C	-5	2	109	-8	103	-4	-9	-1	104	1	0
CC(C)C(=O)NC(C)C(c1cccs1)N1CCOCC1 (centres undefined)	4	0	101	-19	101	-12	-6	-1	102	-10	1
N#Cc1c[nH]n2c(=O)c3c(nc12)CCCC3	9	-1	85	-78	86	-7	0	-2	93	-3	3
CCCCCCCc1c(O)nc(SCCN2CCOCC2)[nH]c1=O	16	2	106	-51	102	-1	-1	0	102	2	3
O=C(CSc1nnc(Nc2ccccc2)s1)NCc1cccs1	-7	0	101	-3	102	-5	-5	-4	101	-4	0
CCc1c(C(=O)Nc2ncn(Cc3cccc(C)c3)n2)csc1C	12	-8	103	-6	103	-15	-9	-9	103	-8	-3
